# Source: PubChem
# GSK3A inh = blocks human GSK-3 alpha kinase; ADP-Glo luminescence, 60 min; P49840; 320,000 compounds, 0.1% hits; inhibition, % at 10 µM;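 in the data active = inhibition above about 50%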;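 note: GST-tagged GSK-3 alpha with peptide substrate and 25 µM ATP; 0% = DMSO neutral wells and 100% = GW8510 positive control wells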
# Target sequence (P49840 whole entry, looked up): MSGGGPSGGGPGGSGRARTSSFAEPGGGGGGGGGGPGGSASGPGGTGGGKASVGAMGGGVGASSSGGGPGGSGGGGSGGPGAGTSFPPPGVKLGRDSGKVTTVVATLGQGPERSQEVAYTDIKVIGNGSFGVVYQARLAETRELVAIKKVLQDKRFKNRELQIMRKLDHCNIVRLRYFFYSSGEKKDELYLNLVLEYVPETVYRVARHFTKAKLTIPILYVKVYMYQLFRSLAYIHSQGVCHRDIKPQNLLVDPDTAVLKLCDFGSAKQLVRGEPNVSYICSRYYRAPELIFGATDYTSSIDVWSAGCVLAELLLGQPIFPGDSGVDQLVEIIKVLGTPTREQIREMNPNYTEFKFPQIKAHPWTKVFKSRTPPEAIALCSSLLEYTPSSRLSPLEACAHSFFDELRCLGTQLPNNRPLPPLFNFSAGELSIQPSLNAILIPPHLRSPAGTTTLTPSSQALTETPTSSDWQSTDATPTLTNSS
# HSF1 inh = HSF1 inhibition; NIH3T3-HGL HSE-luciferase, MG132-induced, luminescence 8 h; active compounds read low; AID 2098; activity change, negative = inhibition, % at 7.5 µM (by protocol); 300,000 compounds, 0.77% hits;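 active = more than half of replicate wells show activity change below -50%, luminescence cut by over half; inconclusive = some wells, but at most half, below -50%; inactive = no replicate well below -50%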;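 note: luciferase reports HSF-1 transcriptional activity via heat shock element; 0% = median of DMSO wells and -100% = zero luminescence signal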
# aSyn UTR inh = MLPCN primary screen, SNCA 5' untranslated region. alpha-synuclein 5'UTR reporter, inhibitor activity. inhibition, % (tested at 7.5 µM). 300,000 compounds, 0.82% hits. AID 1813; in the data active = inhibition above about 60%; inconclusive = no clear call, values can overlap the other calls;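 note: H4 neuroglioblastoma cells stably carrying SNCA 5'UTR luciferase fusion; 0% = DMSO wells and 100% = positive control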
# HSF-1 act = increases HSF-1 driven luciferase reporter signal; 300,000 compounds, 1.7% hits; activation, % at 9 µM; NIH3T3-HGL HSF-1 luciferase reporter, MG132, 8 h; 100% = twice DMSO control signal;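 active = mean replicate activation of at least 50% with a set share of replicates each reaching 50%; inconclusive = only one of those two conditions met; inactive = mean below 50% and too few replicates reaching it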;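 note: 0% = median of the neutral control wells and 100% = twice that signal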
# HIF activator = HIF pathway transcriptional activation; U2OS HRE-luciferase reporter, luminescence; normalized: DMSO 0%, desferrioxamine 100%; activation, % at 7.5 µM (by protocol); 300,000 compounds, 0.32% hits; AID 1910;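 active = mean activation of at least 10% of the iron chelator positive control signal, with at least half of replicates also reaching 10%; inconclusive = mean and replicate majority disagree about reaching 10%; inactive = mean and most replicates under 10%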
# KLF5 inh = suppresses KLF5 promoter-driven expression. inhibition, % at 5 µM. AID 1700. 290,000 compounds, 0.23% hits. DLD-1 KLF5 promoter-luciferase reporter, luminescence;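 active = inhibition above a per-plate limit of that plate's mean compound inhibition plus 3 SD, cut at about 60% in these data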;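 note: 0% = DMSO wells and 100% = LY294002 at 200 µM; higher means less KLF5 promoter-driven luciferase light; inactives centre near -14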
# AI-2 QS modul = modulates the Vibrio harveyi AI-2 quorum sensing system. Vibrio harveyi JMH597 AI-2 luminescence/OD600 ratio, 9 h; active compounds read low; strain lacks LuxN and CqsS sensors; 0 = neutral-control median. activity change, % at 7.5 µM. 300,000 compounds, 0.4% hits; in the data active = activity change below about -75%, passing the limit was not always enough; inconclusive = no clear call, values can overlap the other calls;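 note: luminescence divided by OD600 gain over 9 h not by final OD600 alone; inactives centre near 13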
# HSP90 refold inh = blocks HSP90-mediated luciferase refolding in reticulocyte lysate; inhibition, % at 5.6 µM; AID 1789; 290,000 compounds, 0.91% hits; Rabbit reticulocyte lysate, luciferase refolding luminescence, 3 h;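 active = inhibition above the screen-wide mean plus 3 SD, computed separately per campaign, cut at about 16% in these data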;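 note: 0% = DMSO wells and 100% = 60 µM geldanamycin wells; inhibitors lower the luminescence because luciferase stays unfolded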
# GSK3B inh = blocks human GSK3beta kinase activity; P49841; GST-GSK3beta kinase, ADP-Glo luminescence, 60 min; active compounds read low; activity score (negative = inhibition), % at 10 µM; 300,000 compounds, 0.038% hits; AID 2097;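 active = more than half of replicate wells score below -50%, meaning over 50% inhibition versus plate controls; inconclusive = some replicates but at most half score below -50%; inactive = no replicate scores below -50%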;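 note: 0% = median DMSO wells and -100% = median GW8510 positive control wells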
# Target sequence (P49841 whole entry, looked up): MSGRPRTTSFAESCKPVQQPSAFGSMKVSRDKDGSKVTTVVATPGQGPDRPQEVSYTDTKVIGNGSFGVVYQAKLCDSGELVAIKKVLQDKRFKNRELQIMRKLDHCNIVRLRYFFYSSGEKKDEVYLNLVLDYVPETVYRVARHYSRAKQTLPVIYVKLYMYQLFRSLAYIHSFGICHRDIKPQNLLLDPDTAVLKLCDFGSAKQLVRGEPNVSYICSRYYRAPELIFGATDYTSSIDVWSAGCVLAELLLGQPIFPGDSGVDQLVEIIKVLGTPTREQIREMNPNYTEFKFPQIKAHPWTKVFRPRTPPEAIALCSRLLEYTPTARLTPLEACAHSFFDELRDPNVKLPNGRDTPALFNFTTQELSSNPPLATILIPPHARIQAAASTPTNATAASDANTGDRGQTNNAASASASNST
#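 Test system – GST-tagged human GSK3beta kinase, cell-free · Incubation – 60 min enzyme reaction, room temperature · Signal – ADP-Glo luminescence · Also added – peptide substrate and ATP at 25 µM · Controls – DMSO neutral wells and GW8510 at 20 µM as positive · Buffer or medium – Tris/MgCl2 kinase buffer · Measure – Luminescence-derived activity versus plate DMSO and GW8510 wells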
# IEC-6 tox = IEC-6 cytotoxicity, counter-screen for KLF5 inhibitors | inhibition, % at 5 µM | luminescence viability | 290,000 compounds, 0.78% hits; in the data active = inhibition above about 22%;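 note: 0% = plate median of test compound wells and 100% = cytotoxic reference compound wells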
# Numbers without * were called inactive; ? = inconclusive; . = not tested or not shown; & = joins results of further samples.
Compound	GSK3A inh	HSF1 inh	aSyn UTR inh	HSF-1 act	HIF activator	KLF5 inh	AI-2 QS modul	HSP90 refold inh	GSK3B inh	IEC-6 tox
O=C(N/N=C/c1cc(Cl)cc([N+](=O)[O-])c1O)C(O)(c1ccccc1)c1ccccc1	2	-26	-5	-30	0.8	10	-1	-1	-1	7
COc1ccc(CN2CCC(=O)N([C@H](CO)c3ccccc3)CC2)cc1	-2	-2	-5	10	-1.2	-9	18	-1	1	3
Cc1ccc(S(=O)(=O)N2CCCCC2)cc1NC(=O)COC(=O)c1ccc2c(c1)OCO2	-2	2	3	-6	-0.2	1	8	1	-1	2
CC(=O)NCc1c(Cl)cccc1-n1cccc1	-2	-1	12	13	-0.4	-16	18	-2	0	-2
COC(=O)c1c(NC(=O)CC2SC(N)=NC2=O)sc2c1CCC(C(C)(C)C)C2 (stereo unspecified)	-2	13	-9	26	-0.4	-26	14	3	1	-1
Cn1c(NCCCN2CCOCC2)nc2c1c(=O)n(Cc1ccc(Cl)c(Cl)c1)c(=O)n2C	12	24	1	37	0.7	-33	17	0	0	7
NS(=O)(=O)c1ccc(CCNC(=S)Nc2ccc(F)cc2)cc1	1	12	-2	-4	-0.2	-24	8	2	3	-8
Cc1cnn(-c2cc(Oc3ccccc3)ncn2)c1	-1	13	-216	18	3.4	-36	1	-4	-4	5
COc1ccc(C(=O)c2c[nH]c(C(=O)N=CN(C)C)c2)cc1	22	0	-58	6	4.1	-51	31	-2	0	-8
C[C@H]1CCC[C@]2(O[C@H](CCO)C[C@H](O)[C@H]2O)O1	-2	-3	-9	0	-1.6	.	22	.	0	.
c1csc(-c2nc(-c3ccncc3)no2)c1	-1	15	-153	17	2.3	-69	-1	2	-1	-1
Oc1ccccc1N=Cc1c(O)ccc2ccccc12	.	10	0	28	-0.1	-18	23	8	0	7
CCN(C1=NS(=O)(=O)c2ccccc21)N(CC)S(=O)(=O)c1ccc(C)cc1	-2	-4	13	10	-0.2	-6	-5	2	2	-9
Cc1cc([N+](=O)[O-])c2[nH]c(C(=O)N/N=C/c3ccccc3C(=O)O)c(-c3ccccc3)c2c1	.	-3	30	-10	-0.3	-10	22	2	-3	3
N#Cc1c(N)sc2c1CCCCCC2	-2	-2	-34	-5	0.0	-6	15	-1	1	-4
Cc1ccc([C@@H]2[C@@H]3C(=O)N(c4ccccc4)C(=O)[C@@H]3[C@]3(Cc4ccccc4)C(=O)N(CC4CC4)CC(=O)N23)o1	2	-1	-5	-11	0.7	-17	1	-1	-9	-8
CCC(C)(C)n1nnnc1C(c1cccs1)N1CCN(Cc2ccccc2)CC1 (stereo unspecified)	-2	8	-15	10	-0.2	-25	23	0	2	0
O=C(/C=C/c1ccccc1)N1CCC(c2ccccc2)C1 (stereo unspecified)	-2	32	-82	41	1.9	-100	13	4	1	2
Cc1nn(-c2ccccc2)c(C)c1/C=N/NC(=O)c1cc(-c2ccc(Br)s2)[nH]n1	-1	-2	16	2	0.9	-43	13	-4	2	-11
CN(C(=O)C1CCCO1)C1CCS(=O)(=O)C1 (stereo unspecified)	0	-2	2	-2	-0.9	.	10	.	-5	.
COC(=O)c1ccccc1NC(=O)c1cc(-c2cccs2)on1	.	-7	-49	11	0.7	-25	16	-4	-5	-3
Cn1cc(C(=O)NCc2cccnc2)c(=O)c2cc(S(=O)(=O)N3CCCCCC3)ccc21	-2	-7	1	-11	-1.4	-13	32	-2	0	-5
COC(=O)c1ccccc1NC(=S)NC(C)=O	-3	.	33	.	-0.1	-14	5	0	-1	-2
Cc1cccc(NS(=O)(=O)c2ccc(C(=O)NCCCN3CCOCC3)cc2)c1C	.	-7	13	9	-0.5	-34	3	-1	-1	2
COC(=O)c1cn(-c2ccc(Cl)cc2)c(=O)c2ccccc12	0	5	48	13	-0.4	-8	1	-1	-5	-2
Nc1cccc(C(=O)Nc2ccc3nc(-c4cccnc4)[nH]c3c2)c1	-2	-4	17	7	-0.1	3	6	1	-1	-1
Cc1nn(-c2ccccc2)c(C)c1-c1cc(C(=O)N/N=C/c2cccnc2)[nH]n1	-1	3	8	-9	3.4	-14	12	4	-1	3
O=C(Cn1c(COc2ccccc2)nc2ccccc21)Nc1cccc(Cl)c1	-2	-6	31	-10	-0.4	-26	7	1	-1	5
Cc1ccc(N2CC(C(=O)NCCS(=O)(=O)N3CCN(c4ccc(F)cc4)CC3)CC2=O)cc1 (stereo unspecified)	-1	4	18	3	0.1	-38	13	-4	3	1
COc1ccc(Cn2nnc(C(=O)Nc3ccc4c(c3)OCCO4)c2N)cc1Br	1	11	-50	5	2.7	-5	9	-2	2	15
C#CCNC(=O)C1=C[C@@H](c2ccccc2)C[C@@H](OCCCCO)O1	-1	5	2	-16	0.2	.	20	.	4	.
COCCN(CCOC)C(=O)CCn1c(=O)oc2ccccc21	-1	0	19	-15	-0.3	-24	12	0	1	-11
CCN(CC(=O)Nc1ccccc1C(F)(F)F)C(=O)CCS(=O)(=O)c1ccc(C)cc1	-1	3	7	-3	0.7	.	32	.	-3	.
COc1cccc(C(=O)N2CCC(n3nccc3NC(=O)CCOc3ccccc3)CC2)c1	0	1	-32	7	0.9	-14	0	4	-3	4
COc1ccc(C(=O)NCc2ccc3c(c2)cc(C)n3C)cc1	0	11	-5	11	-0.2	-11	-8	4	2	-3
CSc1nc(-c2ccco2)nn1S(C)(=O)=O	1	-8	-10	5	-0.6	-32	7	0	-3	1
Cc1cccn2cc(-c3ccc(S(=O)(=O)N4CCCCC4)cc3)nc12	1	5	-23	8	0.2	-16	13	0	7	-3
O=C(Cc1ccc2c(c1)OCCO2)c1c(O)cc(O)cc1O	-1	-12	-44	-8	1.4	-30	-4	0	-1	-5
COc1ccc(/C=C/CN2CCN(Cc3ccc(F)cc3)C(CCO)C2)cc1 (stereo unspecified)	-2	1	2	-8	0.1	-64	5	1	2	3
CC1CCN(C(=O)c2ccc(N(C)S(C)(=O)=O)cc2)CC1	1	-1	6	-19	0.1	-15	24	-1	3	7
CCCCOC(=O)C1=C(N)N2C(=O)C(C)SC2=C(C(=O)OCC)C1c1ccc(O)c(OC)c1 (stereo unspecified)	0	5	-7	-14	-0.3	15	8	0	-2	-6
COc1ccccc1C(=O)N1CCN(C(=O)c2oc3ccc(C)cc3c2C)CC1	-1	-9	36	8	-0.5	-16	6	0	3	4
Cc1ccc(Cl)cc1NC(=O)C(=O)N/N=C/c1ccc2c(c1)OCO2	.	.	.	.	.	-37	35	7	3	6
O=C(Nc1ccc2nsnc2c1)c1ccc2c(c1)OCO2	1	.	.	.	.	-135	.	-4	.	-2
Cc1cc(/C=C2\SC(=S)N(C)C2=O)c(C)n1-c1cccc(O)c1	0	-29	-71	-37	-2.0	33	3	8	2	-10
O=C(COc1ccccc1)Nc1nnc(-c2ccc(Cl)s2)o1	0	0	1	0	-0.2	-71	-87*	0	3	4
CCOC(=O)c1c(C)n(C)c2ccc(OCC(O)CN3CCCCCC3)cc12 (stereo unspecified)	1	-2	3	-8	-0.4	-2	24	0	0	-2
O=C(NNC(=O)c1ccccc1-n1cccc1)c1ccccc1	-2	-3	-13	-21	0.4	5	23	2	0	-7
CCN(Cc1ccccc1)c1c(C(=O)O)cnc2c1cnn2C	-3	4	-9	5	-0.1	-6	0	-2	1	0
COc1ccccc1CN1CC(C(=O)NCc2ncccc2C)CCC1=O (stereo unspecified)	-2	0	-25	0	0.1	-24	2	-1	-1	-7

# Later entries:
Compound	GSK3A inh	HSF1 inh	aSyn UTR inh	HSF-1 act	HIF activator	KLF5 inh	AI-2 QS modul	HSP90 refold inh	GSK3B inh	IEC-6 tox
COc1ccccc1CC(=O)NC1CC(C)(C)NC(C)(C)C1	2	-4	-4	5	1.7	-16	21	0	-4	-6
C=CCn1c(-c2cccnc2)n[nH]c1=S	-2	7	22	2	-0.1	-25	30	-3	1	-6
Cc1cccc2cc(C(c3nnnn3C(C)(C)C)N(Cc3ccco3)CC3CCCO3)c(=O)[nH]c12 (stereo unspecified)	-1	-8	-9	7	-0.7	-51	12	1	-4	0
Cc1ccc2cc(C#N)c(SCc3nnc(-c4ccccc4[N+](=O)[O-])o3)nc2c1	-1	3	16	4	-14	4	20	3	1	-7
CCN1CNC(=S)N(Cc2ccccc2)C1	-3	-1	-14	-9	0.0	5	3	2	-1	0
Cc1ccc(C)c(NC(=O)CCC(=O)N/N=C/c2ccc[nH]2)c1	2	-5	9	-8	-0.9	-3	2	2	0	-4
CC1=CSC2=NC(=O)/C(=C\c3cccn3-c3ccc([N+](=O)[O-])cc3)C(=N)N12	-4	8	36	8	0.0	-7	59	2	3	4
Cc1nnc(NC(=O)Oc2ccccc2)s1	-1	2	18	-11	.	4	-2	2	1	0
COc1ccccc1-c1nc(C(=O)NCC2CCCO2)cc2c1[nH]c1ccccc12 (stereo unspecified)	-1	4	2	10	0.2	5	8	2	-25	3
O=C(NCCNc1ccc([N+](=O)[O-])cc1)c1ccccc1F	7	-2	-12	9	-10	-5	-68	2	-2	4
CCOc1cc(-c2sc(Nc3ccccc3)n[n+]2-c2ccc(F)cc2)ccc1OC	2	-1	-7	-3	-0.2	1	18	0	0	-3
Cn1cccc1C(C#N)c1ncc(C(F)(F)F)cc1Cl (stereo unspecified)	-5	3	-12	3	0.0	-5	5	-4	1	-1
COc1ccc(Cc2c(O)nc(SCC(=O)NC34CC5CC(CC(C5)C3)C4)[nH]c2=O)cc1	-2&-3	7&-2	-4	2&6	0.3&0.3	-20&-17	35&24	2&0	-2&1	-6&-1
CC(C)(C)C(=O)N1CCC[C@@]1(CO)C(=O)O	0	-8	13	4	1.3	-32	2	1	-7	2
C=CCOc1ccc(CN(C)CC(O)COc2ccc(CCC(C)=O)cc2)cc1 (stereo unspecified)	-1	7	7	24	0.1	-4	9	-5	1	4
CCCCn1c(N)c(N(CC(C)C)C(=O)C2CC(=O)N(Cc3ccco3)C2)c(=O)[nH]c1=O (stereo unspecified)	3	-5	12	-13	0.2	-9	17	0	2	-1
COc1ccc(/C=C2\C(=O)NC(=S)N2C(=O)c2ccc(F)cc2)cc1	-3	-3	-10	2	-0.1	-24	5	-1	1	2
CCn1ncc(/C=N\NC(=O)COc2cc(C)cc(C)c2)c1C	1	-6	-1	-7	0.3	16	27	1	2	4
CN1CCN(S(=O)(=O)c2ccc(NC(=O)c3ccc(Br)o3)cc2)CC1	-1	-6	1	-24	0.4	26	7	2	-4	5
Brc1ccc2nc(-c3cccs3)c(NCC3CCCO3)n2c1 (stereo unspecified)	3	18	-175	32	2.5	-23	30	2	0	1
O=C(Cc1cccs1)NNC(=S)NC(=O)c1ccccc1	-2	33	-2	?	0.8	-42	?	-5	5	-5
Cc1onc(-c2c(F)cccc2Cl)c1C(=O)OCC(=O)NC(c1ccccc1)c1ccccc1	1	5	29	27	-0.6	5	30	4	-9	-1
